# Screening results (PubChem BioAssay)
# ATXN2 expr inh: ATXN2 expression inhibition. Potency, µM (titrated, usually from 57 µM), inactives show at the top dose activity change, negative = inhibition, hits mostly inhibitors. AID 1745845. HEK-293 ATXN2-luciferase reporter, luminescence, 24 h. hit rate 0.72% among 360,000; note: potency is the fitted concentration of half-maximal effect; % is set by controls: 0 for no effect and ±100 for the full control effect; nearly all actives have a fitted effect of over 55% in size
#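 ATXN2-luciferase reporter cells (luciferase flanked by upstream and downstream ATXN2 gene portions) were treated 24 h at 37 °C with compounds at up to 57 uM. SteadyGlo luminescence gave expression; GF-AFC fluorescence gave viability.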
# KB-V1 MDR tox: KB-V1 MDR subline cytotoxicity. Potency, µM (highest dose often 46.1 µM), for inactives: at the highest dose activity change, negative = cytotoxicity, hits mostly cytotoxic. AID 1347076. KB-V1 MDR cells viability, CellTiter-Glo, 72 h. hit rate 3.4% among 400,000; note: potency is the fitted concentration of half-maximal effect; % is set by controls: 0 for no effect and ±100 for the full control effect; nearly all actives have a fitted effect of over 60% in size
#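 Cytotoxicity via CellTiter-Glo luminescence after 72 h compound exposure at 37 degrees C. Cells: drug-selected KB-V1 line, DMEM phenol-red free plus 10% FBS. Compounds tested at multiple concentrations; normalized data fitted to concentration-effect curves.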
# SW480 rerep: DNA re-replication induction in SW480 cells. Potency, µM (titrated, usually from 46.1 µM), for inactives: at the highest dose re-replication activation, actives largely listed as activators. hit rate 1.8% among 340,000. SW480 DNA re-replication, Hoechst DNA content imaging, 48 h; note: potency is the fitted concentration of half-maximal effect; % of control where 0% means no effect; nearly all actives have a fitted effect of over 55% in size
#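 Per well, 250 cells were exposed to pinned compound for 48 hr. Nuclear DNA was visualised with Hoechst (40 min, 37 C) and total object intensity recorded by fluorescence scanning.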
# MCF10A rereplic: inducers of DNA re-replication in MCF 10A breast cells; MCF 10A DNA re-replication, Hoechst nuclear intensity, 48 h; Potency, µM (doses to about 46.1 µM), for the others: top-dose activity, positive = re-replication, hits mostly activators; hit rate 2.9% among 350,000; AID 624296; note: potency is the fitted concentration of half-maximal effect; % of control where 0% means no effect; nearly all actives have a fitted effect of over 50% in size
# IL1B secr inh: inhibitors of inflammasome signaling (IL-1 beta secretion); hit rate 4.7% among 360,000; activity change, % at 57.5 µM; THP-1 LPS/ATP IL-1B secretion, AlphaLISA, 16 h; stronger effect = lower value; in the data active = activity change below about -50%; inconclusive = mostly about -30% to -49%; note: % is set by controls: 0 for no effect and ±100 for the full control effect
#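 Secreted IL-1B measured by AlphaLISA bead assay after 16 h compound exposure of THP-1 cells; compounds (final up to 57.5 uM) added 1 h before LPS (250 ng/mL) and ATP (1.25 mM) stimulation; lower signal means less secretion.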
# HT1080NT lethal: kills 2HG-producing HT-1080-NT fibrosarcoma cells | HT-1080-NT fibrosarcoma viability, CellTiter-Glo ATP luminescence, 48 h | Potency, µM (titrated, usually from 46.1 µM), inactives show at the highest dose activity, negative = less viability, actives largely listed as cytotoxic | hit rate 1.6% among 360,000 | AID 686970;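 note: NT is the 2HG producing partner of a matched IDH1 knockdown line; potency is the fitted concentration of half-maximal effect; 0% = DMSO-treated cells and -100% = media-only wells without cells; nearly all actives have a fitted effect of over 55% in size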
#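 Fibrosarcoma NT cells, 750 per well in 5% FBS RPMI, were exposed to compound for 48 hours. Viability: CellTiter-Glo luminescence.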
# KB-3-1 tox: kills parental KB-3-1 adenocarcinoma cells; KB-3-1 viability, CellTiter-Glo ATP luminescence, 72 h; Potency, µM (titrated, usually from 46.1 µM), for inactives: at the highest dose activity change, negative = cytotoxic, most hits filed as cytotoxic; hit rate 1.4% among 400,000; note: potency is the fitted concentration of half-maximal effect; % is set by controls: 0 for no effect and ±100 for the full control effect; nearly all actives have a fitted effect of over 60% in size
#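 72 h, 37 °C compound treatment of KB-3-1 parental cells; CellTiter-Glo added, 10 min, luminescence read. Data corrected against DMSO-only plates and normalized before curve fitting.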
# ATXN viability: reduces viability in counter-screen for ATXN expression inhibitors; Potency, µM (top dose mostly 56.7 µM), actives largely listed as cytotoxic; S2 cells (HEK-293 line with an ATXN2-luciferase reporter) viability, CellTiter-Fluor protease fluorescence, 24 h; hit rate 0.49% among 400,000; note: potency is the fitted concentration of half-maximal effect; nearly all actives have a fitted effect of over 40% in size
# HT1080 IDH1KD tx: kills HT-1080 cells with IDH1 knockdown; Potency, µM (titrated, usually from 46.1 µM), for the others: top-dose activity, negative = toxicity, hits mostly cytotoxic; HT-1080 IDH1 knockdown viability, ATP luminescence, 48 h; AID 686971; hit rate 2% among 360,000;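 note: potency is the fitted concentration of half-maximal effect; 0% = DMSO wells and -100% = cell-free medium wells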
#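 Using the IDH1-knockdown HT-1080 line run in the same batch and compound series as the NT line, viability after 48 h at 37 °C was determined by CellTiter-Glo luminescence and expressed as % activity.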
# * marks the source's active call; other numbers are inactive results; i = inactive; u = inconclusive; x = no result given; & = joins results of further samples; [ ] = remark or other dose. Unless noted, calls come from the whole dose curve; as a rule, active = well fitted curve in the direction sought with a large enough effect; inconclusive = small, poorly fitted or top-dose-only effect, or another doubt; inactive = no such curve, though single readings can be large; an effect the other way counts as inactive or inconclusive.
SMILES,ATXN2 expr inh,MCF10A rereplic,HT1080 IDH1KD tx,KB-V1 MDR tox,HT1080NT lethal,SW480 rerep,ATXN viability,KB-3-1 tox,IL1B secr inh
CCOC(=O)c1ccc(S(=O)(=O)N2CCN(C)CC2)cc1,3%,5.2µM*,15%,-22%,2%,-22%,i,-1%,15
COc1ccc(N2C(=O)c3ccc(C(=O)Nc4ccccc4O)cc3C2=O)cc1,-20%,2.9µM*,2%,u,0%,-41%[inhibitor],i,-2%,-11
CC12CCC(C(=O)N(c3cccc(Cl)c3)C1=O)C2(C)C (configuration not stated),22%,0%,-3%,-8%,-5%,18%,i,0%,-13
Cc1nnc(NC(=O)CSc2ncn(-c3ccccc3)n2)s1,-5%,-15%,7%,-10%,12%,-1%,i,-2%,6
O=C(Nc1ccccc1)c1ccc2snnc2c1,25%,3%,19%,9%,18%,-11%,i,2%,2
OC[C@@H]1CN(Cc2ccc(Cl)cc2)C[C@H](n2cnc3c(N4CCOCC4)ncnc32)O1,3%,x,3%,-1%,u,x,i,0%,20
CC(=O)Nc1ccc(/C(C)=N/Nc2nc(N3CCOCC3)nc(N3CCOCC3)n2)cc1,-12%,0%,5%,4%,3%,2%,x,0%,-9
OCC1CCCCN1CC(O)COC(c1ccc(F)cc1)c1ccc(F)cc1 (configuration not stated),x,11%,0%,16%,-14%,4%,i,1%,-21
COc1ccccc1NC(=O)C/C(C)=N/NC(=O)C12CC3CC(CC(C3)C1)C2,-21%[11.3 µM],-2%,-1%,27%,-5%,5%,i,19%,20
Nc1nc(-c2cccs2)c(-c2cccs2)s1,-4%,11%,-11%,u,-18%,-5%,i,14%,8
CCN(CC)C(=O)[C@H]1CC(CC(=O)NCc2ccc(OC)c(OC)c2)C(=O)N2CCc3c([nH]c4ccc(OC)cc34)[C@]12C (some centres not stated),-5%,16%,1%,3%,-1%,7%,i,-3%,-11
Cc1cc(OC(C)C(=O)NCCc2c[nH]c3ccccc23)c2c(C)cc(=O)oc2c1 (configuration not stated),-22%,-1%,-1%,u,-5%,0%,i,0%,-21

# (continued)
SMILES,ATXN2 expr inh,MCF10A rereplic,HT1080 IDH1KD tx,KB-V1 MDR tox,HT1080NT lethal,SW480 rerep,ATXN viability,KB-3-1 tox,IL1B secr inh
CCOCCCNC(=S)Nc1ccc(Br)cc1Cl,0%,-5%,6%,-4%,3%,-10%,i,-2%,-5
Cc1cc(=O)oc2cc(OCc3ccc(C(=O)OCC(=O)Nc4ccc(N(C)C)cc4)cc3)ccc12,6%,-14%,3%,u,-3%,2%,i,20%,-8
O=C(Nc1ccccc1C(=O)NCc1ccccc1)c1ccccc1Br,2%,9%,7%,u,0%,-3%,i,7%,-4
CCC1=NN(C(=O)CCc2ccc3c(c2)OCO3)C(O)(C(F)(F)F)C1 (configuration not stated),-23%[11.3 µM],1%,2%,-19%,3%,-1%,i,11%,17
CSc1nc(Sc2cccc(Cl)c2)c2ccccc2n1,8%,-32%[inhibitor],8%,-11%,13%,1%,i,-7%,-14
Cc1ccc(Cl)cc1NC(=O)Cn1c(=O)n(CCCS(=O)(=O)C2CCCCC2)c(=O)c2ccccc21,0%,x,x,-8%,x,x,i,1%,x
CC1CCC(NC(=O)Cn2cnc3sccc3c2=O)CC1 (configuration not stated),8%,0%,9%,-20%,6%[9.24 µM],-22%,i,8%,1
COc1ccc(CNC(=O)C(C)N2C(=O)NC(c3ccccc3)(c3ccccc3)C2=O)cc1 (configuration not stated),8%,5%,0%,11%,-10%,2%,u,-8%,u
CCOc1ccccc1-n1nnnc1SC(C)C(=O)OC (configuration not stated),x,-3%,14%,1%,3%,4%,i,7%,0
CCCCOCCCNC1=NCCCCC1,-5%,-1%,-5%,8%,1%,0%,i,-3%,4
O=C(CSc1ccc(-c2ccco2)nn1)NCc1ccc(Cl)cc1,-19%,-12%,16%,-13%,6%,-9%,u,13%,-6
COc1ccc(S(=O)(=O)NC2CCSc3ccccc32)cc1NC(C)=O (configuration not stated),0%,25%,-1%,-15%,0%,-4%,i,-10%,24

# Carrying on.
SMILES,ATXN2 expr inh,MCF10A rereplic,HT1080 IDH1KD tx,KB-V1 MDR tox,HT1080NT lethal,SW480 rerep,ATXN viability,KB-3-1 tox,IL1B secr inh
Cn1c(SCC(=O)NCc2ccc3c(c2)OCO3)ncc(C(=O)Nc2ccc(F)cc2)c1=O,-19%,2%,0%,11%,3%,0%,u,-16%,15
O=S(=O)(Nc1cccnc1)c1ccc2c(c1)OCCO2,-8%,1%,2%,14%,7%,1%,i,1%,4
Cc1ccc(C(=O)OCC(=O)NCc2cccs2)cc1,5%,-5%,-3%,-1%,0%,-9%,i,-5%,3
CCOC(=O)c1c(C)oc2nc(C)nc(NCCc3ccc(C)cc3)c12,3%,x,x,-1%,x,x,i,0%,x
Cc1ccccc1NC(=O)C(C)OC(=O)C1CCCO1 (configuration not stated),x,x,2%,27%,-2%,x,i,8%,-5
CCOC(=O)N1CCN(C(=O)c2ccc(S(=O)(=O)NCc3ccco3)cc2)CC1,-14%,-7%,0%,-10%,1%,-7%,i,-13%,27
COC(=O)c1ccc(-c2noc(CN(C)CCC3CCCCO3)n2)cc1 (configuration not stated),1%,5%,-3%,-2%,-4%,-12%,i,5%,33
Cc1cc(NCCCN2CCOCC2)n2ncc(-c3ccc(Cl)cc3)c2n1,3%,15%,-14%,u,-16%,u,u,u,-17
COc1ccc(C(=O)Nc2cc(=O)n(C)c(=O)n2C)cc1,x,-9%,-5%,-13%,2%,-9%,i,-8%,-15
CCOc1ccccc1N1CCN(C(=O)[C@@H]2CCCN2C2=NS(=O)(=O)c3ccccc32)CC1,0%,-3%,9%,10%,6%,-22%,i,0%,5
CCN(C[C@H]1N[C@@](CC)(C(=O)OC)[C@H]2C(=O)N(Cc3ccccc3)C(=O)[C@@H]12)S(=O)(=O)c1ccc(OC(F)(F)F)cc1,0%,-2%,1%,-14%,9%,-13%,i,-7%,-8
CC(OC(=O)c1cccc(-n2cnnn2)c1)C(=O)Nc1cccc(Cl)c1 (configuration not stated),-5%,-1%,-10%,u,-5%,u,i,-11%,-1

# Reformatted: 6 of the compounds above
# Values run as follows: ATXN2 expr inh	MCF10A rereplic	HT1080 IDH1KD tx	KB-V1 MDR tox	HT1080NT lethal	SW480 rerep	ATXN viability	KB-3-1 tox	IL1B secr inh
> CCOC(=O)c1c(C)oc2nc(C)nc(NCCc3ccc(C)cc3)c12
    3%	x	x	-1%	x	x	i	0%	x
> CCOc1ccccc1N1CCN(C(=O)[C@@H]2CCCN2C2=NS(=O)(=O)c3ccccc32)CC1
    0%	-3%	9%	10%	6%	-22%	i	0%	5
> CC(OC(=O)c1cccc(-n2cnnn2)c1)C(=O)Nc1cccc(Cl)c1 (configuration not stated)
    -5%	-1%	-10%	u	-5%	u	i	-11%	-1
> Cc1ccc(C(=O)OCC(=O)NCc2cccs2)cc1
    5%	-5%	-3%	-1%	0%	-9%	i	-5%	3
> O=S(=O)(Nc1cccnc1)c1ccc2c(c1)OCCO2
    -8%	1%	2%	14%	7%	1%	i	1%	4
> Cc1ccccc1NC(=O)C(C)OC(=O)C1CCCO1 (configuration not stated)
    x	x	2%	27%	-2%	x	i	8%	-5

# Other entries follow:
SMILES,ATXN2 expr inh,MCF10A rereplic,HT1080 IDH1KD tx,KB-V1 MDR tox,HT1080NT lethal,SW480 rerep,ATXN viability,KB-3-1 tox,IL1B secr inh
O=C(NCCN1CCCC1)c1ccc(Cl)cc1,x,0%,6%,21%,9%,-152%[inhibitor],i,2%,13
COc1ccc(C(O)C(CN2CCOCC2)c2ccccc2)cc1F (configuration not stated),-6%,u,5%,-9%,8%,-6%,i,13%,-10
CCOc1ccc(CNC(=O)CCS(=O)(=O)Cc2cccc(Cl)c2)cc1OC,-1%,-1%,0%,-15%,2%,1%,i,12%,12
O=C(NN1C(=O)c2ccccc2NC1c1ccccn1)c1ccc(Br)cc1 (configuration not stated),0%,10%,0%,0%,-7%,-1%,i,-9%,u
Cc1cccc(C)c1OCc1cc(C(=O)N2CCC[C@H]2C(N)=O)no1,-11%,-5%,21%,9%,1%,-8%,i,4%,0
CNc1ccc(C(=O)OCC(=O)Nc2ccnn2C(C)C)cc1[N+](=O)[O-],-35%,-4%,2%,2%,9%,-7%,i,6%,39
COc1ccc(CCNC(=O)CCC(=O)Nc2ccc3nc(N4CCN(C)CC4)cc(C)c3c2)cc1OC,x,u,2%,16%,-6%,3%,i,0%,-3
CCOC(=O)CSc1nc2cc3c(cc2cc1C)OCO3,-4%,2%,8%,14%&7%,11%,-88%,i,2%&-3%,11
O=C(c1cccc(S(=O)(=O)NCc2ccc3c(c2)OCO3)c1)N1CCCC1,x,-3%,-3%,-3%,-1%,4%,u,-4%,-7
COc1cc(SC)ccc1C(=O)Nc1ncc(C)s1,x,u,-3%,-27%,-4%,-113%[inhibitor],i,0%,-8
COc1ccccc1NC(=O)C1=C(C)Nc2ncnn2C1c1sccc1C (configuration not stated),15%,x,x,0%,x,x,i,-2%,x
CCCn1c(N)c(C(=O)CN(C)CC(=O)Nc2c(C)cc(C)cc2C)c(=O)[nH]c1=O,4%,3%,-4%,8%,-11%,10%,i,-5%,11
CCOC(=O)c1[nH]c(C)c(C(=O)OCC(=O)NCc2ccc(OC)c(OC)c2)c1C,x,-13%,-4%,-22%,1%,-5%,i,2%,12
CC1(C(=O)NCc2ccc(Cl)c(Cl)c2)Oc2ccccc2NC1=O (configuration not stated),-32%,4%,-19%,-23%,-18%,-8%,i,-5%,-17
